Sm TGR inh: qHTS Assay for the Inhibitors of Schistosoma Mansoni Peroxiredoxins; purified TGR, DTNB reduction, TNB absorbance 405 nm; Potency, µM (doses to about 114 µM), for inactives: at the highest dose activity change, negative = inhibition, usual class: inhibitors; hit rate 3% among 360,000; also: potency is read from the fitted curve at half-maximal effect; nearly all actives have a fitted effect of over 60% in size
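Kinetic colorimetric format: TGR-catalysed, NADPH-driven DTNB reduction monitored via TNB absorbance. Enzyme dispensed at 20 nM; compound exposure 15 min at room temperature before reaction start.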
HCMV inh: qHTS Assay for inhibitors of the human cytomegalovirus (HCMV); HFF cells, HCMV-luciferase reporter, 72 h; active compounds read low; hit rate 4.5% among 410,000; activity change, negative = inhibition, % at 57.5 µM; AID 1259415, 2018; in the data active = activity change below about -60%; inconclusive = no clear call, values can overlap the other calls; inactive = above about -39%
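Compounds were evaluated in HFFs infected with an HCMV luciferase reporter virus (MOI 1 PFU/cell). Luciferase in lysates collected 72 h post infection served as the replication measure.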
Giardia FBPA inh: qHTS Assay for Inhibitors of Fructose-1,6-bisphosphate Aldolase from Giardia Lamblia. AID 2451, 2010. purified Giardia FBPA. hit rate 0.71% among 290,000. Potency, µM (top dose mostly 59.6 µM), inactives show top-dose activity, negative = inhibition, most hits filed as inhibitors. A8B2U2; also: potency is read from the fitted curve at half-maximal effect; nearly all actives have a fitted effect of over 55% in size
Target sequence (A8B2U2 whole entry, looked up): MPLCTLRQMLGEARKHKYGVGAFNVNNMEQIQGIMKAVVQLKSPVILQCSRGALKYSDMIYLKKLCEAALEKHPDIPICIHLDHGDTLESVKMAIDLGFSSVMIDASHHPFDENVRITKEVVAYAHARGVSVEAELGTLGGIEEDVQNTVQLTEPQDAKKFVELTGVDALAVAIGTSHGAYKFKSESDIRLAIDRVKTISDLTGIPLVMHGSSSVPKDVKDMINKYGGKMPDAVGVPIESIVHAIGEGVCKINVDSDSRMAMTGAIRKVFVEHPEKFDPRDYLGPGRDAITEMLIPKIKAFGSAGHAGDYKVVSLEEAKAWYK
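40 nM FBPA preincubated 10 min at RT with compound (up to 57.5 uM final), then substrate plus GAPDH/TPI/NAD/arsenate coupling and diaphorase/resazurin added. Fluorescence read after 20 min at RT, 525/598 nm.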
AmpC no deterg: qHTS Inhibitors of AmpC Beta-Lactamase (assay without detergent). Potency, µM (highest dose often 57.1 µM), inactives show at the top dose activity change, negative = inhibition, hits mostly inhibitors. hit rate 0.52% among 330,000. AmpC nitrocefin hydrolysis, absorbance 480 nm, 0.0001% Triton;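 also: potency is read from the fitted curve at half-maximal effect; plate controls were no compound for no effect and no enzyme for full effect; nearly all actives have a fitted effect of over 20% in size; some results filed as inactive show a strong effect at the top dose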
Target sequence (P00811 whole entry, looked up): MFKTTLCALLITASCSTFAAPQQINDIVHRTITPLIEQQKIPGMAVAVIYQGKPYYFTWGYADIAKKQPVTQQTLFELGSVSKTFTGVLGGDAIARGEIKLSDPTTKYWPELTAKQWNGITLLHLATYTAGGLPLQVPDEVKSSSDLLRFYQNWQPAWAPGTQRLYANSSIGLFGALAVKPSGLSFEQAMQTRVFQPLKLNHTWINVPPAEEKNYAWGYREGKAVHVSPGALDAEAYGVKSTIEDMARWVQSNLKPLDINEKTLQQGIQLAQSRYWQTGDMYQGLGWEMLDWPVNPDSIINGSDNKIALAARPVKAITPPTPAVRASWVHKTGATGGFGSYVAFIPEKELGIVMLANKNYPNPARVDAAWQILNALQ
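20 mM phosphate pH 7.0 + 0.01% (detergent screen) or 0.0001% Triton X-100; 5.3 nM AmpC reagent; cpd preinc 15 min RT; nitrocefin (800 uM stock) to start; A480 q20 s × 4 min; Activity was normalised to no-enzyme and no-compound control wells.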
AmpC detergent: qHTS Inhibitors of AmpC Beta-Lactamase (assay with detergent); P00811; AmpC hydrolysis of nitrocefin, absorbance 480 nm, 0.01% Triton; Potency, µM (doses to about 114 µM), for the others: top-dose activity change, negative = inhibition, most hits filed as inhibitors; hit rate 0.041% among 370,000; AID 485294, 2010;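 also: potency is read from the fitted curve at half-maximal effect; 0% = no-compound wells and -100% = no-enzyme wells; nearly all actives have a fitted effect of over 25% in size; some results filed as inactive show a strong effect at the top dose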
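AmpC (5.3 nM in the dispensed reagent) in 20 mM phosphate pH 7.0 with 0.01% (detergent screen) or 0.0001% Triton X-100 was preincubated with compounds for 15 min at room temperature. Nitrocefin was then added from an 800 uM solution, and hydrolysis was followed at 480 nm.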
HCV inh: qHTS Assay for Inhibitors of Hepatitis C Virus (HCV) | Huh7.5.1 HCVcc-Cre infection, luciferase reporter, 44 h | Potency, µM (doses to about 41.8 µM), for the others: top-dose activity change, negative = inhibition, actives largely listed as inhibitors | hit rate 3.4% among 340,000 | AID 651820, 2012; also: potency is read from the fitted curve at half-maximal effect
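Whole-lifecycle infectious HCVcc-Cre system; cells 1,000/well, compound then virus (~0.5 moi) added 4 h after plating, 44 h culture. Luciferase read 15 sec following 15 min substrate incubation, room temp.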
Numbers without * were called inactive; ? = inconclusive; . = not tested or not shown; [ ] = dose if it differs, or a comment. Unless noted, calls follow the shape of the dose curve; as a rule, active = well fitted curve in the direction sought with a large enough effect; inconclusive = small, poorly fitted or top-dose-only effect, or another doubt; inactive = no such curve, though single readings can be large; an effect the other way counts as inactive or inconclusive. Unless noted, % is scaled to controls: 0 for no effect and ±100 for the full control effect.

SMILES	Sm TGR inh	HCMV inh	Giardia FBPA inh	AmpC no deterg	AmpC detergent	HCV inh
c1ccc(Cc2nc3ccccc3[nH]2)cc1	-1%	-18	-13%	-31%	?	15%
CCCCCC(=O)Nc1cc(S(=O)(=O)N2CCOCC2)ccc1N1CCCC1	-25%	-11	-1%	-3%	1%	.
COc1ccc(NC(=O)C(C)N2C(=O)C3CC=C(Cl)CC3C2=O)cc1 (centres undefined)	-29%	2	.	2%	?	.
CCOc1ccc(N(CC(=O)NC2CCCCC2)C(=O)CCCC(=O)Nc2ccccn2)cc1	-5%	23	12%	161%[activator]	1%	-2%
CC1(C)CC(=O)C2=C(C1)Nc1cc(C(=O)c3ccccc3)ccc1NC2c1ccccn1 (centres undefined)	-1%	1	-10%	-2%	?	36%[activator]
COc1ccc(Nc2cc(=O)n(C3CCCCC3)c(=O)[nH]2)c(OC)c1	4%	-8	-4%	-52%	-7%	-10%
COc1ccc(CCCc2n[nH]c(=S)o2)c(C)c1	12%	-35	8%	-16%	?	6%
O=C(NN1C(=O)NC2(CCCCC2)C1=O)c1cc2ccccc2o1	3%	-19	.	-55%	-7%	-15%
Cc1cccc(Nc2nnc(SC3CCOC3=O)s2)c1C (centres undefined)	7%	-81*	0%	-25%	-9%	10%
Cc1ccc(-c2nc(CS(=O)(=O)CC(=O)N3CC(C)CC(C)C3)c(C)o2)cc1 (centres undefined)	2.2µM*	-27	3%	40µM*	-3%	?
CCSc1ccccc1C(=O)NCc1ccc2c(c1)OCO2	-9%	9	-1%	-20%	-7%	?
Cc1ccc(-n2c(O)c(C=NC3CCCCC3N)c(=O)[nH]c2=O)cc1C (centres undefined)	0%	-15	-6%	78%[activator]	-12%	9%
Fc1ccc(NC2=NCCS2)cc1Cl	-19%	37	-12%	-10%	1%	3%
O=c1c2ccccc2nc2ccc(NCc3cccs3)nn12	-1%	12	0%	-14%	?	7%
Nc1ccc2ncccc2c1N	-16%	-36	?	1%	?	?
N#CCO/N=C(\c1ccccc1)c1ccncc1	12%	-15	-1%	-9%	8%	18%
Oc1c(C(c2ccccc2)N2CCN(c3ccccc3)CC2)sc2nc(-c3ccco3)nn12 (centres undefined)	15%	-31	.	.	2%	.
NC(=S)NN=C1c2cc(S(=O)(=O)N3CCOCC3)ccc2-c2ccc(S(=O)(=O)N3CCOCC3)cc21	-1%	-32	20%	139%[activator]	?	-6%
CCOc1ccccc1CNC(=O)c1ccc(NC(=O)C2=CSCCO2)cc1	1%	-28	.	-20%	0%	-28%
CCOC(=O)N1CCC(NC(=O)c2ccc3c(Cl)c4c(nc3c2)CCCC4)CC1	-24%	-40	1%	295%[activator]	?	?
COC(=O)C(Cc1cccc(C)n1)(c1ccccc1)c1ccccc1	15%	25	-2%	50%	5%	-21%
Cc1cccc(NC(=O)c2sc3nc4c(cc3c2N)CCCCCC4)c1C	7%	-82*	.	.	-5%	.
CNc1nc(-c2ccc(OC)cc2)c(-c2ccc(OC)cc2)s1	1%	-1	-8%	-13%	-8%	-10%
CC(C)OCCCn1c(=N)c(C(N)=S)cc2c(=O)n3ccccc3nc21	2%[11.4 µM]	-13	-7%	3%	?	?
O=C(CSc1nccn1-c1cccc(Cl)c1)Nc1ccc2c(c1)OCO2	10%	-38	.	.	3%	.

Ordered by molar mass (high to low): part of the list above.
SMILES	Sm TGR inh	HCMV inh	Giardia FBPA inh	AmpC no deterg	AmpC detergent	HCV inh
CC1(C)CC(=O)C2=C(C1)Nc1cc(C(=O)c3ccccc3)ccc1NC2c1ccccn1 (centres undefined)	-1%	1	-10%	-2%	?	36%[activator]
CC(C)OCCCn1c(=N)c(C(N)=S)cc2c(=O)n3ccccc3nc21	2%[11.4 µM]	-13	-7%	3%	?	?
COC(=O)C(Cc1cccc(C)n1)(c1ccccc1)c1ccccc1	15%	25	-2%	50%	5%	-21%
Fc1ccc(NC2=NCCS2)cc1Cl	-19%	37	-12%	-10%	1%	3%
Nc1ccc2ncccc2c1N	-16%	-36	?	1%	?	?

Further compounds
SMILES	Sm TGR inh	HCMV inh	Giardia FBPA inh	AmpC no deterg	AmpC detergent	HCV inh
CCC(C(=O)NCCc1ccc(OC)c(OC)c1OC)n1nc(C)c2sc3ccccc3c2c1=O (centres undefined)	-12%	-14	.	.	1%	.
COc1ccc(OC)c(S(=O)(=O)NCCC(C)C)c1	16%	-4	11%	-12%	5%	0%
CN1CC(=O)N(C)c2nc(Br)n(C)c2C1=O	-1%	10	0%	-10%	-4%	27%
CCN(CC)CCCNC(=O)c1c(C)oc2ncn(CC(C)C)c(=O)c12	-4%	12	.	.	8%	.
COc1ccc(CNc2cc(C)ccc2C)c(OC)c1OC	7%	-12	6%	25%	0%	?
Cc1ccc(/C=C/C(=O)N2CCN(S(=O)(=O)c3cccs3)CC2)o1	8.9µM*	-15	-4%	3%	0%	24%
Cc1ccc(-c2c(C(=O)N/N=C/c3sccc3C)nnn2-c2nonc2N)cc1	-2%	0	.	22%	-5%	?
O=C(N/N=C/c1ccc(O)cc1)c1[nH]c2ccc(Br)cc2c1-c1ccccc1	-5%	-94*	1%	-51%	-13%	3%
Cc1ccc(CCNC(=O)c2cc3ccccn3n2)cc1	37%[activator]	14	.	.	2%	.
COC(=O)[C@]1(CC(C)C)N[C@H](c2ccc(-c3ccc(F)cc3)cc2)[C@@H]2C(=O)N(C)C(=O)[C@@H]21	?	32	.	180%[activator]	-1%	14%
Cn1ccs/c1=N\C(=O)Nc1ccccc1	0%	80	-6%	-19%	-2%	16%
O=S(=O)(c1ccccc1)N1CCN(C2CCCCCCC2)CC1	0%	-5	1%	-25%	7%	15%
COc1ccc(-c2onc(C)c2C)cc1S(=O)(=O)N(C)Cc1ccco1	2%	?	.	.	5%	.
O=C(C(Cc1ccccc1)NS(=O)(=O)c1cccc2cccnc12)N1CCc2ccccc21 (centres undefined)	5%	?	-4%	-9%	-11%	12%
CCOC(=O)Cn1c(=O)oc2cc(S(=O)(=O)NC3CCCc4ccccc43)ccc21 (centres undefined)	-13%	?	0%	-13%	?	8%
CCOP(=O)(OCC)C(NC(=O)c1ccc(C)cc1)C(Cl)(Cl)Cl (centres undefined)	-20%	-31	-6%	28%	6%	7%
CC(=O)NC(Cc1ccc(F)cc1)C(=O)NC1CCN(c2ncccc2[N+](=O)[O-])CC1 (centres undefined)	-5%	30	0%	-8%	0%	-15%
Cc1ccc(N(C(=O)Cc2c[nH]c3ccccc23)C(C(=O)NC2CCCCC2)c2ccco2)cc1 (centres undefined)	-2%	?	0%	?	-2%	?
C#CCOCCOCCOCCNc1nc(N2CCN(C(=O)C([C@@H](C)O)n3cc([C@@H](N)CCCCN)nn3)CC2)nc(N2CCN(C(=O)[C@H](CCCCN)n3cc([C@@H](N)[C@H](C)CC)nn3)CC2)n1 (some centres undefined)	.	-9	.	126%[activator]	.	9%
CCOc1ccc(Nc2nc(N(C)c3ccccc3)nc(N)c2[N+](=O)[O-])cc1	0%	38	2%	-21%	0%	-7%
CC(=O)NC(Cc1ccccc1F)C(=O)NC1CCN(S(=O)(=O)c2ccccc2)CC1 (centres undefined)	-14%	12	-2%	9%	-7%	14%
O=C(NN1C(=O)/C(=C/C=C/c2ccccc2)SC1=S)c1ccncc1	-23%	-19	-26%	-27%	5%	2%
COc1ccc2[nH]c3nc(SCC(=O)Nc4ccc5c(c4)OCO5)nnc3c2c1	-3%	-28	15%	-13%	9%	10%
CCOC(=O)c1cc2c(=O)n3ccccc3nc2n(C(C)C)c1=NC(=O)C(C)(C)Oc1ccc(Cl)cc1	8%	12	.	.	8%	.
CCCN1CCN(S(=O)(=O)c2ccc3c(c2)NC(=O)C(C)C(=O)N3)CC1 (centres undefined)	10%	5	-5%	-14%	-5%	14%

Single records, as listed above:
Cc1ccc(N(C(=O)Cc2c[nH]c3ccccc23)C(C(=O)NC2CCCCC2)c2ccco2)cc1 (centres undefined) across the screens: Sm TGR inh: -2%; HCMV inh: ?; Giardia FBPA inh: 0%; AmpC no deterg: ?; AmpC detergent: -2%; HCV inh: ?
COc1ccc(-c2onc(C)c2C)cc1S(=O)(=O)N(C)Cc1ccco1 across the screens: Sm TGR inh: 2%; HCMV inh: ?; Giardia FBPA inh: .; AmpC no deterg: .; AmpC detergent: 5%; HCV inh: .

(cont.)
SMILES	Sm TGR inh	HCMV inh	Giardia FBPA inh	AmpC no deterg	AmpC detergent	HCV inh
CCOc1ccc(NC(=O)Cn2cc(C(=O)c3ccc(C)c(C)c3)c(=O)c3cc(F)ccc32)cc1	-5%	-1	.	.	6%	.
O=C(COC(=O)c1cccc(S(=O)(=O)N2CCc3ccccc32)c1)Nc1ccc(Cl)cn1	3%	-3	-2%	-24%	?	-1%
Cc1ccc(NC(=O)Cn2c(O)c(N=NC(=O)c3cc([N+](=O)[O-])ccc3O)c3ccccc32)cc1	1%	.	4%	-40%	1%	.
O=C(Nc1cccnc1)C1CCCN1S(=O)(=O)c1ccc(Cl)c(Cl)c1 (centres undefined)	5%	41	0%	-4%	?	9%
O=C(CCC(=O)OCc1cccc(C(=O)Oc2ccccc2)c1)Nc1cccc2ccccc12	-1%	61	-5%	?	-1%	23%
Cc1c(C(=O)N2CCOCC2)sc(NC(=O)c2ccc3c(c2)OCO3)c1C#N	-15%	-10	3%	-34%	6%	-3%
Cc1ccc(CNC(=O)c2cc3c(=O)n(Cc4ccco4)ccc3nc2C)cc1	25µM*	?	.	.	4%	.
O=C(Nc1ccccc1N1CCCCC1)c1cc(S(=O)(=O)N2CCOCC2)ccc1F	0%	-20	.	40%	?	?
Cc1ccc(-c2cnn(-c3cccc(C(F)(F)F)c3)c2N)cc1	5%	-34	-2%	-18%	4%	11µM*
Cc1ccc(C2CC(c3ccccc3OC(F)F)Nc3ncnn32)cc1 (centres undefined)	-6%	-26	7%	5%	2%	2%
COc1ccc(NC(=O)CCNC(=O)c2ccccc2)cc1S(N)(=O)=O	2%	-21	2%	-25%	-2%	-2%
COc1ccc(NC(=O)CCS(=O)(=O)c2ccccc2)c(OC)c1	-19%	11	-3%	-12%	?	-19%
O=C(CSc1nncs1)NC(=O)Nc1ccc2c(c1)OCCO2	-16%	11	2%	-5%	6%	4%
Cc1scc(C(=O)N/N=C/c2ccc([N+](=O)[O-])o2)c1C	-29%	-100*	.	-29%	5%	.
COC(=O)c1ccc(NC(=O)CSc2nnc(C)n2CC2CCCO2)cc1 (centres undefined)	-6%	-33	.	0%	4%	17%
Cc1cc(C(=O)Nc2cnn(Cc3ccc(Cl)cc3Cl)c2)no1	-9%	-10	2%	-15%	?	-8%
CCCCOc1ccc(C(=O)NCC(=O)NCC(c2ccc(OC)cc2)N2CCCC2)cc1 (centres undefined)	0%	-27	.	81%[activator]	-5%	0%
Cc1c(CNC2CCCCC2)c(C(=O)O)c(C)n1Cc1cccc(Cl)c1	-4%	-85*	.	.	3%	.
CCOC(=O)c1ccc(NC(=O)Cc2cccs2)cc1	-16%	31	5%	-46%	1%	-10%

High-throughput results deposited in PubChem by National Center for Advancing Translational Sciences (NCATS).
